TRPC6 inh: inhibitors of mouse TRPC6 channel | 310,000 tested, 1.1% active | B-score at 10 µM | AID 2553 | Q61143 | HEK293-TRPC6, membrane potential dye, ACh-evoked depolarization; hits give low values;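 active = B-score under library mean minus 3 SD, initial fluorescence not abnormally high, positive integrated signal ratio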;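 also: B-score derived from integrated fluorescence ratio over the kinetic read; more negative B-score means stronger inhibition of depolarization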
TMEM16A act: activates or potentiates the mouse TMEM16A chloride channel. 340,000 tested, 0.3% active. AID 623877. HEK293 TMEM16A/YFP-H148Q/I152L, iodide quench fluorescence; hits give low values. B-score at 10 µM;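 active = fluorescence-ratio B-score plate-corrected deviation score at least 3 library SD below zero, with starting fluorescence score within 5 deviations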;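 also: channel opened by trigger with iodide after compound preincubation; score built on the fluorescence ratio of max minus min over baseline; more negative score means more quench and so TMEM16A activation or potentiation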
TRPC4 inh: TRPC4 (mouse) channel inhibition | Q9QUQ5 | B-score at 10 µM | AID 2247 | 300,000 tested, 0.39% active | HEK293 TRPC4beta/mu-opioid, DAMGO-evoked Fluo4 calcium flux; hits give low values;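 active = B-score over 3 SD under the library average, no early fluorescence shift, positive overall ratio signal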
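Material: HEK293 cells with stable TRPC4beta plus mu-opioid receptor expression / Probe or stimulus: DAMGO in two steps, submaximal then maximal / Compound: single concentration per test compound / Technique: kinetic Fluo4 fluorescence imaging of calcium influx / Read-out: per-well B score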
MrgX1 antag: antagonists of human MrgX1 receptor | Q96LB2 | MRGX1-HEK293 calcium flux, Fluo-4, BAM8-22 antagonism; hits give low values | B-score at 10 µM | 310,000 tested, 1.3% active;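 active = calcium-response B-score plate-corrected more than 3 library SD below zero, starting fluorescence within 5 deviations, no agonist response on first addition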;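 also: peak minus trough fluorescence over baseline after final BAM8-22 challenge near maximal dose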
Target sequence (Q96LB2 whole entry, looked up): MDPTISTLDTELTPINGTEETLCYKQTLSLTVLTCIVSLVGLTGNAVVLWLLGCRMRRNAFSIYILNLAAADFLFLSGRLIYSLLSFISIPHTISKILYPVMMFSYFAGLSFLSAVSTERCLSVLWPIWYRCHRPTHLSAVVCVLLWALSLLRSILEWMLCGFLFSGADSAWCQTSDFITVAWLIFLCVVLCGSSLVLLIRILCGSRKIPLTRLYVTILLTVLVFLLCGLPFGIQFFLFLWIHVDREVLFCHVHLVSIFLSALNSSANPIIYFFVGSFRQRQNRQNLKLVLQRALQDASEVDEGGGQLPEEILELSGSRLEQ
MrgX1 PAM: human MrgX1 positive allosteric modulation, primary screen. MrgX1-HEK293, Fluo-4 calcium flux, FDSS; hits give high values. B-score at 10 µM. 310,000 tested, 0.63% active. AID 588675;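 active = plate-corrected calcium response at least 3 library SD above typical, normal starting fluorescence, not activating the receptor alone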;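 also: compound read alongside a low EC10 to EC30 dose of BAM8-22 agonist; peak minus trough fluorescence over baseline measured at the second addition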
TRPC4 act: activators of mouse TRPC4 channel; HEK293 TRPC4beta/mu-opioid, Fluo4 calcium fluorescence; hits give high values; AID 2237; B-score at 10 µM; 310,000 tested, 0.49% active; Q9QUQ5;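 active = B-score above 5 SD of library B-scores, and initial fluorescence ratio not above library mean plus 5 SD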;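 also: positive B-score marks a calcium rise read as TRPC4 activation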
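Assay system: HEK293 stable line with TRPC4beta plus mu-opioid receptor; schedule: 45 min room-temperature Fluo4 loading, 110 s read; technique: kinetic Fluo4 calcium fluorescence; evaluation: integrated baseline-normalised fluorescence ratio, converted to per-well B score; controls: buffer (low) and maximal DAMGO (high)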
MrgX1 ag: human MrgX1 receptor agonism, primary screen. B-score at 10 µM. Q96LB2. MrgX1-HEK293 cells, Fluo-4 calcium fluorescence, agonist mode; hits give high values. 310,000 tested, 0.44% active;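 active = calcium response B-score plate-corrected fluorescence ratio at least 3 library SD, with starting fluorescence B-score inside 5 SD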
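Test system: Stable human MrgX1 HEK293 cell line | Schedule: Overnight plating before 1 h dye loading | Read-out basis: Baseline-normalised fluorescence change ratio, B-scored | Detection: Kinetic calcium dye fluorescence, Fluo-4 NW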
ANO1 block: mouse TMEM16A channel inhibition, primary screen; 310,000 tested, 1.2% active; Q8BHY3; AID 588511; normalized B-score (activity score, 25-100; higher = stronger inhibition) at 10 µM; HEK293 TMEM16A/YFP iodide influx fluorescence, ionomycin;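 active = ratio plate-corrected score three or more library SD toward inhibition, starting fluorescence score within five deviations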;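 also: score derived from kinetic fluorescence span divided by baseline fluorescence per well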
TRPC4 potent: allosteric potentiators of mouse TRPC4 channel; B-score at 10 µM; 310,000 tested, 0.42% active; HEK293 TRPC4beta/mu-opioid, DAMGO EC20, Fluo-4 Ca2+ flux; hits give high values;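 active = B-score of calcium response area above 5 SD of library B-scores, with initial fluorescence ratio within 5 SD of library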;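 also: B-score of integrated fluorescence ratio over time as area under calcium response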
RGS4 block: inhibitors of human RGS4; B-score at 10 µM; P49798; 310,000 tested, 0.45% active; HEK293 M3R/RGS4 inducible, Fluo-4 calcium flux; hits give high values; triggered by carbachol at its EC20;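 active = B-score, a plate-corrected calcium signal, over three deviations above library mean, with baseline fluorescence within five deviations of library mean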;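 also: RGS4 expression induced by doxycycline in cells with stable M3 receptor; B-score is computed from the integrated fluorescence ratio over baseline after carbachol; higher B-score means a larger calcium signal and so more RGS4 inhibition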
Target sequence (P49798 whole entry, looked up): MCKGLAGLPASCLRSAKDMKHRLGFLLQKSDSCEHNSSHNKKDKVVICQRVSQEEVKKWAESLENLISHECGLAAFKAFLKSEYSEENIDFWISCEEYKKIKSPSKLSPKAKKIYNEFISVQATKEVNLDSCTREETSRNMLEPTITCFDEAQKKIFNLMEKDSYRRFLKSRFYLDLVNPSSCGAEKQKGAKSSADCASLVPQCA
TRPC6 activator: activators of mouse TRPC6 channel. Q61143. HEK293-TRPC6 membrane potential dye fluorescence; hits give high values. B-score at 10 µM. 310,000 tested, 0.13% active. AID 2550;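 active = B-score of the integrated fluorescence ratio above library mean plus 3 SD, and starting fluorescence ratio within library mean plus 5 SD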;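 also: higher score means more depolarization so channel activation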
Active calls of the source: *; i = inactive; · = not tested or not shown. Random draw from the library. Share with any hit: about 5.8%.

SMILES | TRPC6 inh | TMEM16A act | TRPC4 inh | MrgX1 antag | MrgX1 PAM | TRPC4 act | MrgX1 ag | ANO1 block | TRPC4 potent | RGS4 block | TRPC6 activator
CC(C)CCNC(=O)C(=O)NCC1OCCCN1S(=O)(=O)c1cccs1 (configuration not stated) | i | i | i | i | i | i | i | i | i | i | i
COC(=O)C(C)(C)ONC(=O)Nc1ccc(Br)cc1 | i | i | i | i | i | i | i | i | i | i | i
O=C(NCc1ccccc1)c1ccccc1OCC(=O)N1CCCCC1 | i | i | i | i | i | i | i | i | i | i | i
CCC(C(=O)OC)n1cnc2c(nnn2-c2ccc(OC)cc2)c1=O (configuration not stated) | i | i | i | i | i | i | i | i | i | i | i
COc1nc(Nc2ccc(C(C)C)cc2)nc(OC)n1 | i | i | i | i | i | i | i | i | i | i | i
N#Cc1ccc(Oc2ccc(NC(=O)C3CC=CCC3C(=O)O)cc2)cc1 (configuration not stated) | i | i | i | i | i | i | i | i | i | i | i
Cc1ccc(OCC(=O)Nc2ccccc2C(N)=O)cc1 | i | i | i | i | i | i | i | i | i | i | i
C[n+]1ccc(C(=O)Nc2ccccc2Cl)cc1 | i | i | i | i | i | i | i | i | i | i | i
C=CCN(CC=C)CC(=O)Nc1cccc(Oc2cnccn2)c1 | i | i | i | i | i | i | i | i | i | i | i
O=C(COc1ccc(Br)cc1)N1CCC(c2ccccc2)C1 (configuration not stated) | i | i | i | i | i | i | i | i | i | i | i
OC(CC#CCN1CCOCC1)(c1ccccc1)c1ccccc1 | i | i | i | i | i | i | i | i | i | i | i
CSc1ccccc1OCc1cc(C(=O)NCC(C)(C)N2CCOCC2)no1 | i | i | i | i | i | i | i | i | i | i | i
Cc1c(C#N)sc(C(N)=O)c1C | i | i | i | i | i | i | i | i | i | i | i
O=C(NCCN1CCCc2ccccc21)C1CCC(=O)N(CCc2ccccc2)C1 (configuration not stated) | i | i | i | i | i | i | i | i | i | i | i
O=C1CCC(C(=O)N2CCCCO2)CN1Cc1ccc(Cl)cc1 (configuration not stated) | i | i | i | i | i | i | i | i | i | i | i
O=C(NCC(O)c1ccccc1)c1ccccc1 (configuration not stated) | i | i | i | i | i | i | i | i | i | i | i
CCCCNC(=O)Oc1ccc(C(=O)N2c3ccccc3NC(=O)C2C)cc1 (configuration not stated) | i | i | i | i | i | i | i | i | i | i | i
Clc1ccc(-c2nnc(NC3=NCCCCC3)o2)cc1 | i | i | i | i | i | i | i | i | i | i | i
Cc1ccc(C)c(S(=O)(=O)N=Nc2c(O)[nH]c3ccccc23)c1 | i | i | i | i | i | i | i | i | i | i | i
Cc1oc(C)c(C(=O)Nc2ccc(CC(=O)O)cc2)c1C(=O)Nc1ccc(CC(=O)O)cc1 | i | · | i | i | i | i | i | i | i | i | i
COc1cccc(Oc2ccc(C(F)(F)F)cc2N)c1 | i | i | i | i | i | i | i | i | i | i | i
COc1ccc2c(c1)c(C(=O)N/N=C/c1ccc(Cl)cc1)c(C)n2C | i | i | i | i | i | i | i | i | i | i | i
CCc1cc(=O)oc2cc(OCC(=O)N3CC[C@@]4(O)CCCC[C@H]4C3)ccc12 | i | i | i | i | i | i | i | i | i | i | i
Cc1cccc(NC(=O)C2CCCN(C(=O)Nc3ccc(F)cc3)C2)c1C (configuration not stated) | i | i | i | i | i | i | i | i | i | i | i
COc1ccc(-c2cccc([C@H]3[C@@H]4C=CCC[C@@]4(C)C(=O)N3Cc3ccccc3)c2)cc1 | i | i | i | i | i | i | i | i | i | i | i

Overlap with the part before: 3 compounds, followed by the next part.
SMILES | TRPC6 inh | TMEM16A act | TRPC4 inh | MrgX1 antag | MrgX1 PAM | TRPC4 act | MrgX1 ag | ANO1 block | TRPC4 potent | RGS4 block | TRPC6 activator
CCc1cc(=O)oc2cc(OCC(=O)N3CC[C@@]4(O)CCCC[C@H]4C3)ccc12 | i | i | i | i | i | i | i | i | i | i | i
Cc1cccc(NC(=O)C2CCCN(C(=O)Nc3ccc(F)cc3)C2)c1C (configuration not stated) | i | i | i | i | i | i | i | i | i | i | i
COc1ccc(-c2cccc([C@H]3[C@@H]4C=CCC[C@@]4(C)C(=O)N3Cc3ccccc3)c2)cc1 | i | i | i | i | i | i | i | i | i | i | i
Cc1ccc(C(=O)NC2CCN(CCCC(=O)c3ccc(F)cc3)CC2)cc1 | i | i | i | i | i | i | i | i | i | i | i
O=C(Nc1nc2ccccc2n1CCOc1ccc(Cl)cc1)c1ccco1 | i | i | i | i | i | i | i | i | i | i | i
CN1C(=O)CC(P(=O)(c2ccccc2)c2ccccc2)N(C)C1=O (configuration not stated) | i | i | i | i | i | i | i | i | i | i | i
Cc1noc(NS(=O)(=O)c2ccc(NC(=O)CSc3nc4c(cc3C#N)CCC4)cc2)c1C | i | i | i | i | i | i | i | i | i | i | i
O=C1Nc2ccccc2N=C(c2ccccc2)C1N1CCOCC1 (configuration not stated) | i | i | i | i | i | i | i | i | i | i | i
O=C1CSC(=S)N1/N=C/c1ccc(O)c(O)c1O | i | i | i | i | i | i | i | i | i | i | i
CC(=O)N1CCC(=NNc2nc3ccccc3s2)CC1 | i | i | i | i | i | i | i | i | i | i | i
Cc1ccc(C)n1-c1ccc(C#N)cn1 | i | i | i | i | i | i | i | i | i | i | i
COC(=O)CSc1nc(C)c2c(n1)CCCC2 | i | i | i | i | i | i | i | i | i | i | i
COc1cc(NC(=O)c2onc(C)c2Cl)cc(OC)c1OC | i | i | i | i | i | i | i | i | i | i | i
COc1cc(/C=N/n2c(-c3ccccc3)n[nH]c2=S)ccc1O | i | i | i | i | i | i | i | i | i | i | i
CC(=O)Nc1ccc(S(=O)(=O)NCCC(=O)NCC2COc3ccccc3O2)cc1 (configuration not stated) | i | i | i | i | i | i | i | i | i | i | i
N#CC1=C(N)Oc2ccccc2C12C(=O)Nc1n[nH]c(-c3ccccc3)c12 (configuration not stated) | i | i | i | i | i | i | i | i | i | i | i
O=Cc1ccc(OC2OCCOC2Oc2ccc(C=O)cc2)cc1 (configuration not stated) | i | i | i | i | i | i | i | i | i | i | i
Cc1oc(-c2cc3c(cc2Cl)OCO3)nc1CN1CCCC1c1ccc(F)cc1 (configuration not stated) | i | i | i | i | i | i | i | i | i | i | i
CC/C(C)=N/Nc1ccc(S(=O)(=O)N2CCCC2)cc1[N+](=O)[O-] | i | i | i | i | i | i | i | i | i | i | i
Cc1ccc(C(C(=O)NCC2CCCO2)N(C(=O)c2snc(C(N)=O)c2N)c2ccc(F)cc2)o1 (configuration not stated) | i | i | i | i | i | i | i | i | i | i | i
NS(=O)(=O)c1ccc(NC(=O)COc2ncnc3sccc23)cc1 | i | i | i | i | i | i | i | i | i | i | i
Cc1ccc(-n2[nH]c(C)c(/C=N/n3c(C)nc4ccccc4c3=O)c2=O)cc1 | i | i | i | i | i | i | i | i | i | i | i
Cc1ccc(NC(=O)CS(=O)CC(=O)NCCCc2ccccc2)cc1Cl (configuration not stated) | i | i | i | i | i | i | i | i | i | i | i
CC(=O)N1CCc2cc(Br)cc(S(=O)(=O)NCC3CCCO3)c21 (configuration not stated) | i | i | i | i | i | i | i | i | i | i | i
CCCC(CCC)C(=O)O | i | i | i | i | i | i | i | i | i | i | i
CC(=O)N1N=C(N)SC1(C)C | i | i | i | i | i | i | i | i | i | i | i
O=C(NNC(=S)NC(=O)c1ccc(Br)cc1)c1ccc([N+](=O)[O-])cc1 | i | i | i | i | i | i | i | i | i | i | i
CCN(CC)S(=O)(=O)c1cc(NS(=O)(=O)c2ccccc2)ccc1C | i | i | i | i | i | i | i | i | i | i | i
SMILES | TRPC6 inh | TMEM16A act | TRPC4 inh | MrgX1 antag | MrgX1 PAM | TRPC4 act | MrgX1 ag | ANO1 block | TRPC4 potent | RGS4 block | TRPC6 activator
O=C(Nc1ccc(-c2noc(CCc3ccccc3)n2)cc1)c1ccco1 | i | i | i | i | i | i | i | i | i | i | i
CC(=O)Nc1ccc(S(=O)(=O)Nc2cc(C)cn(Cc3ccc(C)cc3)c2=O)cc1 | i | i | i | i | i | i | i | i | i | i | i
Cc1nnc(-c2cnn(-c3ccccc3)c2N)n1Cc1ccccc1 | i | i | i | i | i | i | i | i | i | i | i
O=C1C2C3C=CC(C4CC34)C2C(=O)N1/N=C/c1ccc([N+](=O)[O-])o1 (configuration not stated) | i | i | i | i | i | i | i | i | i | i | i
Brc1ccc(CSc2ccc(-c3ccco3)nn2)cc1 | i | i | i | i | i | i | i | i | i | i | i
COc1ccc(/C=C(/NC(=O)c2ccccc2)C(=O)NC2CCS(=O)(=O)C2)cc1 (configuration not stated) | i | i | i | i | i | i | i | i | i | i | i
CCCN(CCC)C(=O)Cn1c2ccccc2c2nc(=O)cc(C)n21 | i | i | i | i | i | i | i | i | i | i | i
Nc1nnc(C2CCCC2)s1 | i | i | i | i | i | i | i | i | i | i | i
COc1cc2c(cc1OC)-c1n[nH]c(=S)n1C(C)(C)C2 | i | i | i | i | i | i | i | i | i | i | i
CC(=O)Oc1ccc(/C=N/NS(=O)(=O)c2ccc(C)cc2)c(OC(C)=O)c1 | i | i | i | i | i | i | i | i | i | i | i
Cc1cc(Cl)ccc1OCCCC(=O)Nc1cccnc1 | i | i | i | i | i | i | i | 25* | i | i | i
Cc1ccc2cccnc2c1N | i | i | i | i | i | i | i | i | i | i | i
Cc1ccnc(SCC(=O)N2CCc3ccccc3C2)n1 | i | i | i | i | i | i | i | i | i | i | i
COc1ccc(C(=O)OCC(=O)c2ccc(C)c(S(=O)(=O)N3CCOCC3)c2)cc1OC | i | i | i | i | i | i | i | i | i | i | i
O=C(NC1CCCCC1)c1cc(-c2ccc(O)cc2)on1 | i | i | i | i | i | i | i | i | i | i | i
CCOc1cccc(/C=N/NC(=O)c2cc(-c3cccn3C)n[nH]2)c1O | i | i | i | i | i | i | i | i | i | i | i
CCc1nc(N2CCC3(CC2)OCCO3)c2nnn(Cc3ccccc3)c2n1 | i | i | i | i | i | i | i | i | i | i | i
Oc1oc(-c2ccccc2)nc1C=NCc1ccccc1 | i | i | i | i | i | i | i | i | i | i | i

Compound activity from PubChem.
